TAAR1 antagonist: human TAAR1 antagonism. Q96RJ0. CHO RD-HGA16 TAAR1, Fluo-8 calcium fluorescence, antagonist. inhibition, % at 3 µM. 1.5% of 360,000 active;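 active = inhibition above a per-plate cutoff, the mean inhibition of test compounds on that plate plus 3 SD, cut at about 49% in these data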;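 note: 0% = DMSO plus EC80 beta-PEA response and 100% = DMSO alone without agonist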
Target sequence (Q96RJ0 whole entry, looked up): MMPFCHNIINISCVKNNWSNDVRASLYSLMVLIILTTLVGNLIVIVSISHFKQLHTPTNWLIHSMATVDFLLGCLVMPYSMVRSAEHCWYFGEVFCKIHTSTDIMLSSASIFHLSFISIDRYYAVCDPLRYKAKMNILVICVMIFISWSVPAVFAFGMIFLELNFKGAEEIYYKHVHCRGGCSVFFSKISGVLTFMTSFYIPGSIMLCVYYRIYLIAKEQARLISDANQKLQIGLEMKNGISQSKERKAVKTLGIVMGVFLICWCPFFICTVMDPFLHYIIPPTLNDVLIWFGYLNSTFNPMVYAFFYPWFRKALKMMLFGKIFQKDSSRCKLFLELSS
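System: RD-HGA16 CHO cells with stable hTAAR1 and Gα16 | Probe or stimulus: EC80 β-phenethylamine stimulus | Dosing: 3 µM, single point | Times: Dye loading 75 min at 37 °C, then 30 min room temperature | Measured by: Fluo-8 calcium-sensitive fluorescence | Read-out basis: % inhibition of agonist calcium response | Replicates: n of 1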
M4 PAM: potentiates acetylcholine response at human M4 receptor | CHO-K1 hM4/Gqi5, Fluo-8 calcium fluorescence, ACh EC20; 0% = ACh EC20, 100% = maximal ACh | activation, % at 3 µM | 0.4% of 360,000 active;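 active = activation above its plate's cutoff, the mean activation of sample wells plus 3 SD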; note: some results filed as inactive read as strong as hits
CHRM5 antagonist: blocks acetylcholine activation of human M5 receptor. P08912. CHO-hM5 cells, Fluo-8 calcium fluorescence, ACh EC80. inhibition, % at 3 µM. 0.59% of 360,000 active. AID 624040;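 active = inhibition above a per-plate cutoff, the mean of that plate's test compounds plus 3 SD, cut at about 27% in these data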;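 note: 0% = acetylcholine EC80 with DMSO and 100% = DMSO without agonist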
Target sequence (P08912 whole entry, looked up): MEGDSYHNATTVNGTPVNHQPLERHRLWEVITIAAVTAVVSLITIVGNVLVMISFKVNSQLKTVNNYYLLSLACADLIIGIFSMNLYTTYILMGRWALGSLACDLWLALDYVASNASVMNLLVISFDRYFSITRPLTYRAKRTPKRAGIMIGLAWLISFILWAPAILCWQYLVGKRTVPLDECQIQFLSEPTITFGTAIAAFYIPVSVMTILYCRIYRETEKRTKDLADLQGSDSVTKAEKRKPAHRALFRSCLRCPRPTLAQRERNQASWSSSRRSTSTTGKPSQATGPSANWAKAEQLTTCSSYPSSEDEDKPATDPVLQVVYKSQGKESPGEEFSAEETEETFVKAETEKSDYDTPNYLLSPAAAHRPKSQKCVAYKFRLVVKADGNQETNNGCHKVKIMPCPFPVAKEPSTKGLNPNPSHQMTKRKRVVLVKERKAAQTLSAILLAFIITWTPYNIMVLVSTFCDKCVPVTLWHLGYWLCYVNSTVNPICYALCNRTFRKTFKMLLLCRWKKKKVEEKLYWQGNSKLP
M1 PAM parental: M1 PAM counterscreen hit in parental CHO-K1 cells | ATP EC20, Fluo-8 calcium fluorescence; 0% at ATP EC20, 100% at ATP max | activation, % at 3 µM | 0.02% of 360,000 active | AID 602247;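 active = activation above the run cutoff, the mean activation of all test compounds plus 3 SD, cut at about 40% in these data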;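 note: peak over basal fluorescence ratio in a 140 s read after ATP addition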
M5 ag: CHRM5 agonism in calcium assay; P08912; CHO-K1 hM5 cells, Fluo-8 calcium fluorescence; 0% DMSO wells, 100% maximal acetylcholine response; activation, % at 3 µM; 0.19% of 360,000 active; AID 624037;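 active = activation above the run's mean over test compounds plus 3 SD, cut at about 23% in these data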;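 note: signal is peak over basal fluorescence ratio across the kinetic read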
TAAR1 agonist: agonists of human TAAR1. Q96RJ0. CHO RD-HGA16 TAAR1, Fluo-8 calcium fluorescence; vehicle wells 0%, saturating PEA agonist 100%. activation, % at 3 µM. 0.99% of 360,000 active. AID 624467;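 active = activation above the mean activation of all test compounds in the run plus 3 SD, cut at about 38% in these data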
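Signal – calcium-sensitive Fluo-8 signal, excitation 470-495, emission 515-575 nm · System – RD-HGA16 (CHO) cells co-expressing Gα16 and hTAAR1 · Incubation – 17-24 h seeding, 75 min 37 °C dye, 30 min RT · Compound dosing – 3 µM single concentration · Repeats – no replicates (n 1)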
CRFR2-BP antag: antagonists of CRF-binding protein/CRF-R2 receptor complex; HEK293 CRF-R2/CRF-BP, CRF-induced calcium fluorescence; inhibition, % at 11.8 µM; 0.59% of 350,000 active; AID 588475;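 active = inhibition of the ligand-induced calcium signal above about 50% at the single tested concentration, limit read from the data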
CRFR2-BP ag: agonists of human CRF-binding protein/CRF-R2 receptor complex | HEK293 CRF-R2/CRF-BP, calcium dye fluorescence (FLIPR); percent of saturating CRF peptide response | activation, % at 13.2 µM | 0.46% of 350,000 active | AID 588473;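 active = activation of at least 50%, plus an integration ratio under a set limit after plate pattern correction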;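 note: plate controls were neutral control wells without compound for no effect and CRF at EC100 for full effect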
CHRM5 PAM: positive allosteric modulators of human muscarinic M5 receptor. P08912. CHO-K1 hM5, Fluo-8 calcium, ACh EC20 PAM; 0% = ACh EC20, 100% = ACh EC100. activation, % at 3 µM. 0.3% of 360,000 active. AID 624038;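 active = activation above the run cutoff, the mean activation of all test compounds plus 3 SD, cut at about 18% in these data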
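System: CHO-K1 cell line with stable human muscarinic M5 receptor expression | Also added: EC20 acetylcholine as agonist stimulus | Compound: One concentration, 3 µM final (nominal) | Timing: Fluo-8 loading 80 min at 37 °C plus 30 min room temperature | Measured by: Fluo-8 calcium dye fluorescence, kinetic read | Read-out basis: % activation, ACh-normalized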
* hit, by the source's call; nt = no result given.

SMILES | TAAR1 antagonist | M4 PAM | CHRM5 antagonist | M1 PAM parental | M5 ag | TAAR1 agonist | CRFR2-BP antag | CRFR2-BP ag | CHRM5 PAM
C[C@@H]1NS(=O)(=O)[C@H]2C[C@@H]3C=C[C@]2(O3)[C@H]1OC(=O)c1ccc(C(C)(C)C)cc1 | 5.3 | 20.0 | 9.4 | -11.8 | -4.1 | 2.6 | -6.1 | -1.9 | 0.2
COc1cccc(CNc2nc3cc(-c4cccc(Cl)c4)sc3c(=O)n2C)c1OC | -4.4 | 1.2 | -11.9 | -12.0 | 0.2 | 3.8 | nt | nt | 1.0
CCOc1ccc(CCNC(=O)COC(=O)COc2ccc(C#N)cc2)cc1OCC | -5.1 | 12.2 | -3.0 | -17.4 | 5.4 | 4.3 | 18.9 | -1.9 | 10.9
O=S(=O)(Nc1cccnc1)c1cccnc1 | -20.8 | 4.5 | 11.4 | -1.4 | 0.4 | 0.9 | 2.1 | 0.7 | 11.9
Cc1cc(NS(=O)(=O)c2ccccc2)n(-c2ccccc2)n1 | -11.9 | 4.9 | 2.0 | 0.5 | -1.4 | 1.1 | -18.2 | 1.2 | -0.9
Cc1nc2nc[nH]n2c(=O)c1NC(=O)CCc1ccccc1 | 7.8 | -3.8 | -5.9 | 7.3 | -0.9 | 10.9 | -8.7 | -3.0 | -1.4
CCn1cc(C(=O)NCc2ccc3c(c2)OCO3)c(=O)c2cc(S(=O)(=O)N(C)C)ccc21 | -3.1 | -7.2 | 5.3 | 15.2 | -3.6 | 1.6 | 13.2 | -0.7 | -4.8
O=S(=O)(Nc1cccc(-n2cnnn2)c1)c1cnc(Cl)c(Cl)c1 | -0.4 | 4.2 | -8.2 | 3.9 | 2.9 | 0.0 | -3.3 | -0.7 | -0.4
Cc1nn(S(=O)(=O)N(C)C)c(C)c1CN1C(=O)c2ccccc2C1=O | -5.8 | 2.6 | 17.2 | 11.0 | 0.3 | 12.6 | 17.5 | -2.0 | -6.4
CCC(CC)NC(=O)C1CC(=O)N(CCc2ccc(F)cc2)C1 (stereo not drawn) | -11.8 | 1.9 | 15.2 | 19.4 | 2.2 | 4.6 | 5.2 | -0.1 | 3.6
CCc1nn(CC(=O)N2CCC(C)CC2)c(=O)c2cccn12 | -5.3 | 2.7 | 13.3 | -16.1 | -3.4 | 1.1 | 19.4 | -0.8 | -9.5
CCOC(=O)C1=C(N)Oc2cc(C)n(C)c(=O)c2C1c1ccncc1 (stereo not drawn) | 8.0 | 2.7 | 1.8 | 9.9 | 0.9 | 1.2 | -9.8 | -0.1 | -5.0
CCOc1ccc(Nc2nc(Cc3nnc(SCC(=O)O)o3)cs2)cc1 | -7.0 | 5.5 | 2.5 | 15.0 | 1.1 | 0.5 | -2.6 | -1.5 | -4.4
O=C(Nc1nc(-c2ccccc2)nc2ccccc12)c1ccc(F)cc1 | -6.7 | 1.2 | 7.1 | 1.3 | -0.3 | 1.9 | -0.2 | -0.2 | 0.0
Cc1noc(NS(=O)(=O)c2ccc(NC(=O)c3nn(-c4ccccc4)ccc3=O)cc2)c1C | -16.8 | 1.6 | 3.8 | 5.1 | -3.6 | 0.5 | 16.3 | 0.4 | -1.7
CCOCCCNC(=S)N1CCCC(c2nc3ccc(C)cc3[nH]2)C1 (stereo not drawn) | -11.9 | -2.6 | -1.2 | -9.3 | -1.3 | 1.3 | -1.6 | 0.1 | 1.0
O=C(NC1CCCCCC1)c1cc(-c2ccccn2)nc2ccccc12 | 16.7 | -6.3 | 8.9 | -5.6 | -3.0 | 6.4 | -3.6 | -0.1 | -10.1
COc1cc(S(=O)(=O)n2ccc(C)n2)ccc1Cl | 0.3 | 5.5 | 6.1 | 4.4 | -7.8 | 1.9 | 1.4 | 4.2 | 4.4
CCOc1c2ccc(C(=O)NC3CCCc4ccccc43)cc2nn1C (stereo not drawn) | 11.6 | 9.4 | 5.3 | 14.7 | -5.4 | 4.0 | 7.0 | -2.7 | -1.7
Cc1ccc(Nc2c(-c3ccco3)nc3nc(C)cc(C)n23)cc1 | 0.8 | -2.1 | -2.6 | 20.2 | 1.0 | -1.3 | 9.1 | -1.1 | 0.5
CCc1ccc(N2CC(C(=O)NCc3ccc4c(c3)OCO4)CC2=O)cc1 (stereo not drawn) | 19.9 | 6.4 | 11.1 | 3.7 | -0.8 | 0.8 | 10.8 | -0.1 | -12.2
CCC(=O)NNc1nc2c(Cl)cccc2s1 | 17.8 | -0.6 | 4.8 | 16.7 | 1.9 | 3.7 | -27.9 | 1.1 | 0.6
COc1cc(C(=O)Nc2sc3c(c2C(=O)O)CCC(C)C3)cc(OC)c1OC (stereo not drawn) | -19.4 | -1.0 | 0.9 | 5.3 | 0.7 | 0.0 | 28.8 | -1.9 | 1.9
COC(=O)c1ccc(CN(C(=O)N2CCN(C)CC2)S(=O)(=O)c2ccc(C)cc2)cc1 | -15.2 | 3.2 | 0.5 | -0.2 | 1.3 | -0.2 | 8.7 | 0.5 | 0.8
O=C(Nn1c(O)c(C=C2N=c3ccccc3=N2)sc1=S)c1cccc(Cl)c1 | 52.2* | 9.6 | -7.5 | -13.4 | 4.3 | 30.6 | -14.3 | 0.1 | -4.5
C[C@H](CO)N1C[C@H](C)[C@@H](CN(C)Cc2ccc(Oc3ccccc3)cc2)Oc2c(NC(=O)C3CC3)cccc2C1=O | 27.8 | -7.9 | -0.4 | -6.7 | -1.6 | 11.6 | 3.8 | 3.4 | -7.7
CN(CC1CCCO1)S(=O)(=O)c1ccc(C(=O)Nc2ccccc2F)cc1 (stereo not drawn) | -1.5 | 2.8 | -2.5 | -20.5 | 0.6 | 1.9 | 2.6 | -0.2 | 4.8
CC(C)C[C@H](NC(=O)C1CCN(S(=O)(=O)c2ccccc2)CC1)C(=O)NCc1ccccn1 | -43.6 | -1.2 | 8.0 | 5.1 | -3.7 | 1.6 | 18.2 | 2.2 | 0.5
COC(=O)c1[nH]c2c(c1C)C(=O)CC(c1ccccc1)C2 (stereo not drawn) | -10.2 | -4.0 | 9.7 | 5.6 | 2.6 | 17.9 | -25.4 | -0.8 | -5.6
Cc1nn2c(CN(C(=O)CN3CCOCC3)c3ccccc3)nnc2c2ccccc12 | 26.8 | 0.7 | -6.8 | 8.8 | -2.0 | -0.6 | 25.1 | -2.3 | -0.9
N/C(=N\OS(=O)(=O)c1ccc(Br)cc1)c1ccncc1 | -4.5 | 5.7 | 0.8 | 9.8 | -0.3 | 3.2 | 26.0 | -0.9 | -0.6
N#C/C(=C\c1ccc(Sc2nc3ccccc3[nH]2)o1)c1ccccc1 | 47.4 | -9.6 | 13.5 | 4.3 | 1.8 | 7.6 | -6.5 | -1.0 | -12.9
CC1=NN(c2cccc(C(=O)O)c2)C(=O)/C1=C\C=C/c1ccccc1 | -8.3 | 24.0* | -1.5 | -8.9 | -1.6 | 1.7 | 15.8 | -0.4 | 2.2
COc1cccc(NCc2cc(=O)oc3cc(C)c(O)cc23)c1 | 12.5 | -1.9 | 10.2 | 1.0 | -1.6 | 5.5 | -0.1 | 0.5 | -11.0
Cc1ccc(-c2cc(C(=O)NCc3ccccn3)c3ccccc3n2)cc1 | 35.8 | -5.2 | 7.5 | 10.8 | -0.3 | 7.2 | -1.1 | -0.6 | -16.1
O=C(O)Cn1c(=O)c2cccn2c2ccccc21 | -7.0 | 3.0 | 7.5 | 0.9 | 2.1 | 3.6 | 8.2 | -1.5 | -1.7
C(=N\N1CCOCC1)/c1nc(-c2ccccc2)n2ccccc12 | -9.8 | 2.5 | -5.1 | 9.6 | 2.0 | 0.8 | -6.1 | -0.3 | 6.6
CCOc1cc(/C=C2\SC(=S)N(NS(=O)(=O)c3ccc(C)cc3)C2=O)ccc1O | 44.2 | -1.6 | -5.7 | 11.1 | 10.6 | 17.8 | 0.2 | 12.9 | 8.3
CC(C)CC1C(=O)N(Cc2cn(Cc3ccco3)nn2)CCS(=O)(=O)N1Cc1ccc(-c2ccncc2)cc1 (stereo not drawn) | 37.1 | -8.2 | 1.4 | 13.4 | 3.7 | 13.1 | -18.8 | 1.0 | -2.1
CCOc1cc(S(=O)(=O)NCc2ccc3c(c2)OCO3)c(C)cc1C | 14.9 | -8.5 | 4.6 | 9.9 | -5.8 | 7.3 | 4.5 | -1.2 | -3.9
CC1CCN(S(=O)(=O)c2ccc(C(=O)Nc3ccccc3-c3nc4ccccc4[nH]3)cc2)CC1 | -15.6 | 2.4 | 5.3 | 9.5 | -0.8 | 0.4 | -21.9 | 4.7 | -2.2
Cn1c(CSc2nc3ccccc3s2)nnc1SCC(=O)NCc1ccccn1 | -1.2 | -0.9 | 3.3 | 18.6 | -7.1 | 17.7 | 1.9 | -0.2 | 1.1
CCc1ccccc1Nc1nn2c(=O)c3ccc(C(=O)NCc4ccccn4)cc3nc2s1 | 23.6 | -4.1 | 3.5 | -9.5 | -3.7 | 0.7 | -24.5 | 1.0 | -1.1
N#Cc1ccccc1OCC(=O)OCC(=O)N1CCCC1 | -16.5 | 3.6 | 15.9 | 2.5 | 1.8 | -0.4 | -3.8 | -0.3 | -5.6
COc1ccc(NC(=O)N2C3CCCC2CC(NC(=O)c2ccccc2)C3)cc1 (stereo not drawn) | -3.9 | -5.6 | 3.0 | 15.1 | -3.2 | -0.4 | 5.1 | -0.9 | 2.1
CCOC(=O)C(=CNc1cscc1S(=O)(=O)C(C)C)C(=O)OCC | -9.6 | -10.5 | 20.0 | -15.8 | -0.8 | -1.0 | 4.6 | -1.0 | -7.9
CC(NC(=O)c1cc(COc2ccc(-n3cncn3)cc2)on1)c1ccc(F)cc1 (stereo not drawn) | -11.4 | -0.5 | -3.4 | 23.3 | -0.5 | 4.5 | -1.4 | 1.2 | -0.4
Cc1cc(C)c(C=NNc2nc3c([nH]2)c(=O)n(C)c(=O)n3C)c(C)c1 | -17.6 | 3.9 | 13.0 | 12.2 | 0.6 | 0.6 | 1.1 | 4.6 | -3.5
CN(CC(=O)Nc1ccc(N2CCOCC2)cc1)C(=O)c1cc2c(s1)CCCC2 | -21.2 | 1.6 | 10.9 | 26.4 | 0.4 | 3.3 | 0.3 | -3.2 | -7.7
CCOC(=O)C1=NOC2(C1)C(=O)Nc1c(Cl)cccc12 (stereo not drawn) | -4.2 | 2.6 | -4.8 | 3.0 | -0.4 | 2.1 | nt | nt | -0.2

Limited to CRFR2-BP ag, M1 PAM parental and CHRM5 PAM, for some of the entries so far:
SMILES,CRFR2-BP ag,M1 PAM parental,CHRM5 PAM
CN(CC(=O)Nc1ccc(N2CCOCC2)cc1)C(=O)c1cc2c(s1)CCCC2,-3.2,26.4,-7.7
CCOC(=O)C1=NOC2(C1)C(=O)Nc1c(Cl)cccc12 (stereo not drawn),nt,3.0,-0.2

Screens: PubChem BioAssay, several laboratories

Outcome played no part in choosing rows, and some 4.2% of all compounds hit somewhere here.
